Screening data deposited in PubChem BioAssay by several laboratories.
OPRM1-OPRD1 inv: inverse agonists of MOR-DOR heterodimerization, primary screen, cell-based, luminescence; cell-based MOR-DOR heterodimer luminescence, inverse agonism; inhibition, % at 9.3 µM; 340,000 compounds, 0.21% hits; in the data active means inhibition above about 22%, passing the limit was not always enough;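 further: 0% = cells with DMSO and 100% = wells without cells with DMSO; values of inactives mirror those of a sister screen read the other way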
Arr AP2 block: inhibitors of beta-arrestin/AP2 binding, primary screen, biochemical, GPCR trafficking, flow cytometry; AID 504490, 2011; FITC-arrestin peptide / GST-AP2 beads; AP2 beta2 appendage carries R879A mutation; inhibition, % at 10 µM; beta-arrestin 1 C-terminal peptide binding to AP2 beta2-adaptin appendage (human); 340,000 compounds, 0.31% hits;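 active means inhibition above a set limit, near 3 SD of compounds lacking own fluorescence, cut at about 54% in these data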;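 further: plate controls were DMSO wells for no effect and 5 µM unlabelled arrestin peptide for full effect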
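test system = AP2 appendage R879A on GSH beads | buffer or medium = PBS plus Tween 20 (0.05%) and BSA (0.1%) | incubation = 12 min plus 1 h, RT | detection = bead flow cytometry, FITC channel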
PKA-R2B activ: activators of PKA-R2B holoenzyme, primary screen, biochemical, fluorescence polarization, Cy5-IP20, human. 340,000 compounds, 0.079% hits. activation, % at 11.4 µM. AID 504700, 2011. PKA-R2B holoenzyme dissociation; R2B truncated from residue 108, S112A mutant; 0% DMSO only, 100% 113 µM cGMP. cAMP-dependent protein kinase catalytic subunit beta (Homo sapiens) + cAMP-dependent …;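 active means activation above a cutoff set at the mean over all compounds plus 3 SD, cut at about 18% in these data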;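 further: higher means more holoenzyme dissociation and a rise in polarization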
DAGLB inh: DAGLB lipase inhibitors, primary screen, biochemical, fluorescence, HTS. 340,000 compounds, 0.059% hits. AID 504411, 2011. Diacylglycerol lipase-beta (Homo sapiens), Q8NCG7. HEK293T DAGLB membrane lysate, EnzChek fluorogenic substrate. inhibition, % at 5.17 µM; in the data active means inhibition above about 34%;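 further: 0% = enzyme with vehicle and 100% = wells lacking enzyme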
Target sequence (Q8NCG7 whole entry, looked up): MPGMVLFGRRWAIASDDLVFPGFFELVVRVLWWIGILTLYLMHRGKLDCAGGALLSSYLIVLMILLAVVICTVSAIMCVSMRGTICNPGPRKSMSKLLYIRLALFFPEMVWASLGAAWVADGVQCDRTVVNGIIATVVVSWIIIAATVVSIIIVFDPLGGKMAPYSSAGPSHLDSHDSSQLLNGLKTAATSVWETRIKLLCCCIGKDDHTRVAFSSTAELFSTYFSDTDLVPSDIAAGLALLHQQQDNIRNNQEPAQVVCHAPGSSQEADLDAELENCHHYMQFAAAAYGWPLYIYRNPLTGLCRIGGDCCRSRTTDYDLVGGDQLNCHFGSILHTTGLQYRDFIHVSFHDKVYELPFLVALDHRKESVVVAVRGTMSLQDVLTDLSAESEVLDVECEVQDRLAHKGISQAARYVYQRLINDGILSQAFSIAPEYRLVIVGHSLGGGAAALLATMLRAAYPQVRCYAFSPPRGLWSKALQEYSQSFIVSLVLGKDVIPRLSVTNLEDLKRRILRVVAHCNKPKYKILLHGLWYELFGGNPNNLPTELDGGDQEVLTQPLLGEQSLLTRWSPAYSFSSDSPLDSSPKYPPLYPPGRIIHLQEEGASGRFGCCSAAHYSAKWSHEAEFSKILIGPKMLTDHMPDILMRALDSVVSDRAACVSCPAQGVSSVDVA
V-ATPase pHluor: regulators of yeast V-ATPase proton pumping, primary screen, pHLuorin cytosolic pH fluorescence | AID 504577, 2011 | response, % at 10 µM | S. cerevisiae | 350,000 compounds, 0.37% hits; in the data active means response mostly above about 7.3%, no sharp cut-off; inactive means mostly below about 5.4%; further: actives read high; inactives centre near 0; some compounds called inactive have numbers as strong as hits; reference of the scale not given here
HTR5A inv ctr: HTR5A inverse agonists in luminescence cell assay, primary screen, counter-screen for OPRM1-OPRD1 heterodimer inverse agonist project, full-deck HTS | inhibition, % at 9.3 µM | HTR5A cell line, inverse agonism | 340,000 compounds, 0.083% hits | 5-hydroxytryptamine receptor 5A (Homo sapiens), P47898; in the data active means inhibition mostly above about 23%, no sharp cut-off; inactive means mostly below about 18%;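 further: 0% = cells with DMSO and 100% = no-cell wells with DMSO; some compounds called inactive have numbers as strong as hits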
Target sequence (P47898 whole entry, looked up): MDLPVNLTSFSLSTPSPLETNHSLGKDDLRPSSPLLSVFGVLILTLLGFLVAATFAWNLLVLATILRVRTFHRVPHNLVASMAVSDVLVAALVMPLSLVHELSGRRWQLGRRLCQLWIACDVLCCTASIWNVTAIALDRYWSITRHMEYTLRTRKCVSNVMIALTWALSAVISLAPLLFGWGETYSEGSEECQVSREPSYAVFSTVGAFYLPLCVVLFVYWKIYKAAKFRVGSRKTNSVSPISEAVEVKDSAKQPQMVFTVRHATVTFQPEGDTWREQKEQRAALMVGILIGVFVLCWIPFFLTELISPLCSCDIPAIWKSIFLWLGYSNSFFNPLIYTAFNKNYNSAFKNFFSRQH
Pemphigus Ab inh: inhibitors of pemphigus antibody binding to DSG3, primary screen, biochemical, bead-based, flow cytometry, scFv-GFP. AID 588358, 2011. Desmoglein-3 (Homo sapiens), P32926. binding (percent of control), % at 10 µM. DSG3-coupled beads, scFv-anti-DSG3-GFP binding; hits give low values. 310,000 compounds, 0.48% hits;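 active means binding more than 3 SD below its plate's average and above zero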;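 further: hits lower antibody fragment binding to DSG3; some compounds called inactive have numbers as strong as hits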
PKA-R1A activ: activators of PKA-R1A holoenzyme, primary screen, biochemical, fluorescence polarization, Cy5-IP20, bovine R1A, mouse PKAc; PKA-R1A dissociation; scaled: DMSO 0%, 113 µM cGMP 100%; activation, % at 11.4 µM; 340,000 compounds, 0.083% hits;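 active means percent activation above the mean of all tested compounds plus 3 SD, cut at about 19% in these data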;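 further: higher means more PKAc released from R1A so a rise in polarization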
HTR5A ag ctr: HTR5A agonists in luminescence cell assay, primary screen, counter-screen for OPRM1-OPRD1 heterodimer agonist project, full-deck HTS; cell-based; 340,000 compounds, 0.61% hits; 5-hydroxytryptamine receptor 5A (Homo sapiens), P47898; activation, % at 9.3 µM; in the data active means activation mostly above about 9.5%, no sharp cut-off; inactive means mostly below about 7.6%;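 further: 0% = cells with vehicle only and 100% = reference agonist; strong numbers were not always called active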
OPRM1-OPRD1 ag: agonists of OPRM1-OPRD1 heterodimerization, primary screen, cell-based, luminescence; 340,000 compounds, 0.3% hits; activation, % at 9.3 µM; cells; Mu-type opioid receptor (Homo sapiens) + Delta-type opioid receptor (Homo sapiens), …; in the data active means activation above about 18%;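 further: 0% = vehicle-treated cells and 100% = reference agonist; values of inactives mirror those of a sister screen read the other way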
Active calls of the source: *; nt = no result given.

Order of values: OPRM1-OPRD1 inv	Arr AP2 block	PKA-R2B activ	DAGLB inh	V-ATPase pHluor	HTR5A inv ctr	Pemphigus Ab inh	PKA-R1A activ	HTR5A ag ctr	OPRM1-OPRD1 ag
- O=C(CC1C(=O)NCCN1Cc1ccc(F)cc1)NCCCn1cccn1 (stereo unspecified)
  -4	23	-5	1	2	12	83	-8	-2	0.6
- COc1ccc(Cl)cc1S(=O)(=O)N1CCC(C(=O)NCCc2ccccc2)CC1
  14	-8	-8	1	4	-4	110	-7	1	-2.9
- COCCCNc1ncnc2c1sc1nc(-c3ccco3)c3c(c12)CC(C)(C)OC3
  -3	11	4	-1	6	-33	nt	3	13	0.7
- Cc1csc(NC(=O)CSc2nnc(-c3ccncc3)o2)n1
  15	-6	12	-1	-5	15	109	-6	-3	-3.6
- CC(C)Nc1nc(NC(C)C)nc(N(C)C#N)n1
  10	8	-12	-5	0	-11	100	-3	5	-2.0
- COc1ccccc1NS(=O)(=O)c1cc(NC(=O)c2cccnc2)ccc1N1CCCCC1
  -1	6	-8	-1	2	9	94	2	-2	0.2
- CN1CCN(c2ccc(S(=O)(=O)N3CCOCC3)cc2NC(=O)COc2ccc(F)cc2Cl)CC1
  0	23	6	1	0	4	110	-10	1	0.0
- CC(=O)Nc1ccc(NC(=O)CSc2nnnn2C2CCCCC2)cc1
  -15	1	-1	-1	-3	-20	100	-8	8	2.2
- COc1ccc(C(=O)N/C(=C/c2ccco2)C(=O)NCc2ccco2)cc1
  8	22	-8	-1	5	0	96	-9	-3	-1.2
- Cc1cccc(NC(=O)CSc2cccc3cccnc23)c1C
  6	-17	-8	-4	-1	-12	110	-7	4	-1.2
- COc1ccc(-c2cn[nH]c2-c2ccc(OCc3ccc([N+](=O)[O-])cc3)cc2O)cc1OC
  -25	-7	0	1	-3	7	92	-1	8	5.0
- Cc1c(F)cccc1NS(=O)(=O)c1ccccc1C#N
  7	-6	0	-5	-1	17	119	4	7	-1.5
- O=C(O)c1ccccc1/C=N/NC(=O)C1CCCC1
  -1	27	-3	-5	-3	6	nt	6	4	0.1
- COc1ccc(OC)c(N=Cc2c(O)[nH]c3ccccc23)c1
  -88	-2	-1	6	0	-28	96	-16	11	18
- O=C(NCc1nnc(SCC(=O)N2CCOCC2)o1)c1cccs1
  13	10	-7	1	-2	-26	101	-15	-3	-1.9
- CC(O)c1cc2c(s1)c1cnn(Cc3ccccc3F)c(=O)c1n2C (stereo unspecified)
  12	10	-10	-1	-1	-14	100	-10	4	-2.6
- Cc1ccc(S(=O)(=O)N(Cc2ccccc2)c2ccccc2C(=O)NCc2ccco2)cc1
  -8	-3	3	-3	2	27	92	-9	-12	1.4
- COc1ccc(-c2csc(/C(C#N)=C\c3ccc(OC)c([N+](=O)[O-])c3)n2)cc1
  -4	26	3	-3	1	-8	95	2	3	0.7
- Cc1cccc(C(=O)NNC(=O)c2ccccc2-n2cccc2)c1
  12	34	-7	0	5	35	100	-3	-1	-2.4
- COc1ccccc1NCCC(=O)OCC(=O)NC1CCCCC1
  4	-10	4	0	-1	-22	106	-3	6	-0.8
- CN(C)S(=O)(=O)c1cccc(NC(=S)NN=C(Cc2ccccc2)Cc2ccccc2)c1
  -18	-8	-3	1	1	-13	104	-13	5	2.6
- CCOC(=O)c1c(N)sn(-c2ccccc2)c1=S
  22	-6	-11	-3	2	12	95	4	-5	-4.6
- COc1ccc(Cl)cc1N/C(N)=N/c1nc(C)cc(=O)[nH]1
  12	6	-5	0	1	11	103	0	-1	-2.5
- CCOCCCNc1nc2ccccc2[nH]1
  4	5	9	0	-3	8	115	4	-1	-0.7
- COC(=O)c1ccc(S(=O)(=O)NCCSc2nnc3c4ccccc4n(C)c3n2)cc1
  -6	-1	-3	1	2	-9	101	-9	-5	1.0
- O=C(Cn1c(=O)c(=O)n(Cc2ccccc2)c2ccc(Cl)cc21)NCC1CCCO1 (stereo unspecified)
  21	3	-6	0	-3	-4	102	-11	2	-4.7
- O=C(O)c1ccc2c(c1)C(=O)N(c1cccc(S(=O)(=O)Nc3cccc(C(F)(F)F)c3)c1)C2=O
  4	-1	1	2	-1	-9	114	-7	-1	-0.8
- Cc1c(C)c2c(OCC(=O)N3CCC(O)CC3)cc3c(c2oc1=O)CCC(C)(C)O3
  -4	10	-6	0	-1	3	95	-12	-2	0.7
- C#CCOCCOCCOCCNc1nc(N2CCN(C(=O)Cn3cc(CCO)nn3)CC2)nc(N2CCN(C(=O)Cn3cc(CCCN=C(N)N)nn3)CC2)n1
  11	-10	-7	2	-1	-5	101	-11	-3	-2.0
- Cc1cccc(-c2c3c(=O)n(C)c(=O)n(C)c3cn2-c2ccccc2O)c1
  5	3	-11	2	3	6	97	-4	-2	-1.0

Sorted by value in V-ATPase pHluor (smallest number first): some entries from above
| Structure | V-ATPase pHluor |
| --- | --- |
| CCOCCCNc1nc2ccccc2[nH]1 | -3 |
| Cc1cccc(NC(=O)CSc2cccc3cccnc23)c1C | -1 |
| CN1CCN(c2ccc(S(=O)(=O)N3CCOCC3)cc2NC(=O)COc2ccc(F)cc2Cl)CC1 | 0 |

Further compounds
Key to letters: A = OPRM1-OPRD1 inv; B = Arr AP2 block; C = PKA-R2B activ; D = DAGLB inh; E = V-ATPase pHluor; F = HTR5A inv ctr; G = Pemphigus Ab inh; H = PKA-R1A activ; I = HTR5A ag ctr; J = OPRM1-OPRD1 ag
molecule: COc1ccc(NC(=O)Cc2cccc(F)c2)cc1S(=O)(=O)Nc1ccccc1Cl
  A: -10	B: -1	C: -5	D: 0	E: 3	F: 6	G: 93	H: -1	I: 5	J: 1.9

molecule: S=C1NC(C23CC4CC(CC(C4)C2)C3)=CC(c2ccc3c(c2)OCO3)N1 (stereo unspecified)
  A: 11	B: -13	C: 0	D: 0	E: 4	F: 28	G: 117	H: 0	I: -3	J: -2.3

molecule: CC1(C)OC(=O)C(=Cc2ccc(-c3ccc(S(N)(=O)=O)cc3)o2)C(=O)O1
  A: 5	B: 6	C: -4	D: 4	E: -1	F: -3	G: 98	H: -7	I: -1	J: -1.0

molecule: O=C(O)c1ccc(S(=O)(=O)N2CCC(c3nc(-c4ccccc4Cl)no3)CC2)cc1
  A: 18	B: 3	C: -9	D: 1	E: -1	F: 20	G: 96	H: -16	I: 0	J: -3.3

molecule: COc1ccc(NC(=O)CSc2ccc(-c3ccccn3)nn2)cc1OC
  A: 19	B: 1	C: 1	D: 0	E: 2	F: -61	G: 112	H: -2	I: 7	J: -3.5

molecule: C/C(=N\NC(=O)Cc1cc(=O)[nH][nH]1)c1cccc([N+](=O)[O-])c1
  A: 4	B: -4	C: 4	D: 5	E: 8	F: 9	G: 101	H: 1	I: -3	J: -0.6

molecule: COc1ccc(-n2c(=S)[nH]c3cc(C(=O)NCCCN4CCCC4=O)ccc3c2=O)c(OC)c1
  A: 22	B: -6	C: -12	D: 4	E: 0	F: 14	G: nt	H: -4	I: 0	J: -3.8

molecule: O=C(NCCN1CCCOC1=O)C(=O)NCCN1CCCOC1=O
  A: 1	B: 39	C: 1	D: 0	E: 1	F: -8	G: 97	H: 7	I: 3	J: -0.2

molecule: Cc1ccc(S(=O)(=O)N2CCOCC2)cc1NC(=O)COC(=O)c1ccccc1OCc1c(C)noc1C
  A: 7	B: 1	C: -1	D: 1	E: 2	F: -25	G: 99	H: -3	I: 0	J: -1.3

molecule: CCn1c(SCC(=O)Nc2ccc(C(=O)OC)cc2)nc2cccnc21
  A: 4	B: -3	C: -4	D: -3	E: 6	F: -2	G: 89	H: -1	I: 5	J: -0.6

molecule: Cc1[nH]oc(=O)c1N=Nc1ccc2[nH]c(=O)[nH]c2c1
  A: 13	B: -10	C: -3	D: 2	E: 0	F: 3	G: 106	H: 1	I: -5	J: -2.6

molecule: COc1cccc2cc(C(=O)NCCC3=CCCCC3)c(=O)oc12
  A: 5	B: 14	C: -1	D: -6	E: -10	F: -4	G: 99	H: -3	I: 2	J: -1.0

molecule: O=C(COc1ncnc2ccccc12)N1CCOCC1
  A: 12	B: 1	C: 8	D: -2	E: 1	F: 3	G: 108	H: -18	I: -1	J: -2.1

molecule: Cc1nc(-c2ccc(F)cc2)c(CC(=O)NCC(=O)Nc2ccc(F)c(F)c2)s1
  A: 16	B: 29	C: 2	D: 2	E: -4	F: 0	G: nt	H: 7	I: 0	J: -4.0

molecule: CCOc1ccc(NS(=O)(=O)c2ccc(NC(=O)c3ccccc3C(=O)O)cc2)cc1
  A: 8	B: 1	C: -2	D: 2	E: -2	F: 20	G: 112	H: -4	I: 5	J: -1.7

molecule: COCc1cc(C)nc(SCc2ccccc2Cl)c1C#N
  A: 5	B: 5	C: -4	D: -9	E: 0	F: 4	G: 94	H: -3	I: -1	J: -1.0

molecule: CC1CCCN(C(=O)CCNC(=O)c2ccccc2Cl)C1 (stereo unspecified)
  A: 2	B: 1	C: -10	D: 0	E: -1	F: 15	G: 92	H: -4	I: 5	J: -0.5

molecule: Cc1ccccc1/C=C\c1nc2ccccc2c(=O)[nH]1
  A: -5	B: 35	C: 5	D: -4	E: 0	F: -10	G: 99	H: 0	I: 4	J: 0.9

One compound at a time, as listed above.
COc1ccc(NC(=O)Cc2cccc(F)c2)cc1S(=O)(=O)Nc1ccccc1Cl in the list: OPRM1-OPRD1 inv: -10; Arr AP2 block: -1; PKA-R2B activ: -5; DAGLB inh: 0; V-ATPase pHluor: 3; HTR5A inv ctr: 6; Pemphigus Ab inh: 93; PKA-R1A activ: -1; HTR5A ag ctr: 5; OPRM1-OPRD1 ag: 1.9
COCc1cc(C)nc(SCc2ccccc2Cl)c1C#N in the list: OPRM1-OPRD1 inv: 5; Arr AP2 block: 5; PKA-R2B activ: -4; DAGLB inh: -9; V-ATPase pHluor: 0; HTR5A inv ctr: 4; Pemphigus Ab inh: 94; PKA-R1A activ: -3; HTR5A ag ctr: -1; OPRM1-OPRD1 ag: -1.0
O=C(NCCN1CCCOC1=O)C(=O)NCCN1CCCOC1=O in the list: OPRM1-OPRD1 inv: 1; Arr AP2 block: 39; PKA-R2B activ: 1; DAGLB inh: 0; V-ATPase pHluor: 1; HTR5A inv ctr: -8; Pemphigus Ab inh: 97; PKA-R1A activ: 7; HTR5A ag ctr: 3; OPRM1-OPRD1 ag: -0.2
